Bioassay records (PubChem)
SW480 rerep: induces DNA re-replication in SW480 colon adenocarcinoma cells | SW480 DNA re-replication, Hoechst DNA content imaging, 48 h | Potency, µM (series often up to 46.1 µM), without a hit: at the highest dose re-replication activation, hits mostly activators | 340,000 compounds, 1.8% hits | AID 624297; also: potency is read from the fitted curve at half-maximal effect; % of control where 0% means no effect; nearly all actives have a fitted effect of over 55% in size
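250 cells/well; 23 nL cpd via pin tool; 48 hr, 37 C, 5% CO2; Hoechst 40 min; imager read of total nuclear intensity, ex 405/em 500-530 nm.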
IL-1B inflam inh: inflammasome signaling inhibition, IL-1 beta readout. THP-1 LPS/ATP IL-1B secretion, AlphaLISA, 16 h; hits give low values. activity change, % at 57.5 µM. 360,000 compounds, 4.7% hits; in the data active = activity change below about -50%; inconclusive = mostly about -30% to -49%; also: % is scaled to controls: 0 for no effect and ±100 for the full control effect
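THP-1 cells pretreated 1 hr with compounds (up to 57.5 uM final), then stimulated with LPS (250 ng/mL final) plus ATP (1.25 mM final); secreted IL-1B measured by AlphaLISA after 16 hr, decreased signal indicating inhibition.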
KB-V1 cytotox: kills drug-selected multidrug resistant KB-V1 cells | KB-V1 MDR cells viability, CellTiter-Glo, 72 h | 400,000 compounds, 3.4% hits | Potency, µM (doses to about 46.1 µM), for inactives: top-dose activity change, negative = cytotoxicity, actives largely listed as cytotoxic; also: potency is read from the fitted curve at half-maximal effect; % is scaled to controls: 0 for no effect and ±100 for the full control effect; nearly all actives have a fitted effect of over 60% in size
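Luminescent ATP read-out (CellTiter-Glo, 10 min) measures survival of drug-selected KB-V1 MDR cells after 72 h, 37 degrees C compound exposure. Medium: phenol-red-free DMEM, 10% FBS. Values from fitted concentration-response curves.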
GLP1R cytotox: cytotoxicity counter-screen for GLP-1 receptor inverse agonists | 410,000 compounds, 0.13% hits | AID 624418 | Potency, µM (top dose mostly 38.3 µM), for inactives: top-dose activity change, negative = inhibition, actives largely listed as inhibitors | HEK293 cAMP-luciferase reporter cells, luminescence, 24 h;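 also: loss of luciferase light is scored as toxicity; potency is read from the fitted curve at half-maximal effect; % is scaled to controls: 0 for no effect and ±100 for the full control effect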
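Cells in DMEM/10% Nu serum/1% pen-strep, 1536-well format. Pre-incubated 12 h, dosed with 23 nL compound, incubated a further 24 h. Luciferase detection, 12 min at room temp, luminescence.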
HT1080NT lethal: kills 2HG-producing HT-1080-NT fibrosarcoma cells. Potency, µM (series often up to 46.1 µM), inactives show top-dose activity, negative = less viability, most hits filed as cytotoxic. AID 686970. HT-1080-NT fibrosarcoma viability, CellTiter-Glo ATP luminescence, 48 h. 360,000 compounds, 1.6% hits;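 also: NT is the 2HG producing partner of a matched IDH1 knockdown line; potency is read from the fitted curve at half-maximal effect; 0% = DMSO-treated cells and -100% = media-only wells without cells; nearly all actives have a fitted effect of over 55% in size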
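Viability by CellTiter-Glo luminescence after 48 h compound exposure at 37C of HT-1080-NT cells (750/well, RPMI, 5% FBS). % activity scaled between DMSO wells and medium-only wells, then curve-fitted and categorized by curve class.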
HT1080 IDH1KD tx: HT-1080 IDH1 knockdown cell toxicity (counter line). Potency, µM (top dose mostly 46.1 µM), for the others: at the highest dose activity, negative = toxicity, usual class: cytotoxic. 360,000 compounds, 2% hits. HT-1080 IDH1 knockdown viability, ATP luminescence, 48 h;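 also: potency is read from the fitted curve at half-maximal effect; 0% = DMSO wells and -100% = cell-free medium wells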
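Using the IDH1-knockdown HT-1080 line run in the same batch and compound series as the NT line, viability after 48 h at 37 °C was determined by CellTiter-Glo luminescence and expressed as % activity.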
KB-3-1 tox: KB-3-1 parental cell cytotoxicity; KB-3-1 viability, CellTiter-Glo ATP luminescence, 72 h; Potency, µM (titrated, usually from 46.1 µM), without a hit: at the top dose activity change, negative = cytotoxic, hits mostly cytotoxic; 400,000 compounds, 1.4% hits; also: potency is read from the fitted curve at half-maximal effect; % is scaled to controls: 0 for no effect and ±100 for the full control effect; nearly all actives have a fitted effect of over 60% in size
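Cells are dispensed, compounds pinned in, plates held at 37 °C for 72 h, then CellTiter-Glo is added and luminescence read after 10 minutes. Cell line: parental KB-3-1 in phenol-red-free DMEM, 10% FBS.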
DRD3 agonist: agonists of human D3 dopamine receptor. max activation, %. 410,000 compounds, 0.58% hits. P35462. D3R DiscoveRx beta-arrestin cells, luminescence, 90 min; in the data active = max activation above about 30%; also: 0% is about no effect; mostly tested at two doses, the higher about 12 µM
Target sequence (P35462 whole entry, looked up): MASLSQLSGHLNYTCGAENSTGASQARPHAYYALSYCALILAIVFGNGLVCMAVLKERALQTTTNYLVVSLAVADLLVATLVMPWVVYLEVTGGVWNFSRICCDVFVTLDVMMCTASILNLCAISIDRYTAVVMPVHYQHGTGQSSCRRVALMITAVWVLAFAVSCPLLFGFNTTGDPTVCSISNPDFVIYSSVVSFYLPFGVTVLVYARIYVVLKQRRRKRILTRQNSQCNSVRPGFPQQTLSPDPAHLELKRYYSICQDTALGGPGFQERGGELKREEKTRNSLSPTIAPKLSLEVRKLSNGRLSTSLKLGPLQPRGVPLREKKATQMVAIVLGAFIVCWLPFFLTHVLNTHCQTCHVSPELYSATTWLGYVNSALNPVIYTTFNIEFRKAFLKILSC
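Cells at 1500/well, incubated overnight, then treated with pinned compounds (dopamine as control) for 90 min at 37 degrees C. DiscoveRx reagent added for 30 - 60 minutes at room temperature; luminescence read.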
MCF10A rerep: DNA re-replication induction in MCF 10a cells; MCF 10A DNA re-replication, Hoechst nuclear intensity, 48 h; Potency, µM (titrated, usually from 46.1 µM), for inactives: top-dose activity, positive = re-replication, usual class: activators; 350,000 compounds, 2.9% hits; also: potency is read from the fitted curve at half-maximal effect; % of control where 0% means no effect; nearly all actives have a fitted effect of over 50% in size
Numbers without * were called inactive; i = inactive; ? = inconclusive; / = not tested or not shown; [ ] = remark or other dose. Unless noted, calls follow the shape of the dose curve; as a rule, active = well fitted curve in the direction sought with a large enough effect; inconclusive = small, poorly fitted or top-dose-only effect, or another doubt; inactive = no such curve, though single readings can be large; an effect the other way counts as inactive or inconclusive.

SMILES	SW480 rerep	IL-1B inflam inh	KB-V1 cytotox	GLP1R cytotox	HT1080NT lethal	HT1080 IDH1KD tx	KB-3-1 tox	DRD3 agonist	MCF10A rerep
CCOC(=O)CC(=O)c1sc2c(c1N)c(=O)[nH]c(=O)n2-c1ccc(OC)cc1	-12%	14	8%	2%	11%	-4%	10%	1	-17%
CCc1nc2sc(C(=O)O)c(N)c2c2c1CCCC2	35%	1	-10%	-4%	1%	-7%	-6%	-2	12%
O=[N+]([O-])c1c(C(Cl)Cl)nn(-c2ccccc2)c1N1CCCC1	1%	-25	7%	-8%	-4%	?	0%	-16	5%
CSC(=S)N/N=C/c1ccc(Br)cc1	?	13	-17%	11µM*	7%	2%	1%	0	-4%
COc1ccc(CCNC(=O)c2cccc(-n3cnnn3)c2)cc1	1%	4	-15%	-15%	5%	-1%	0%	2	0%
COc1ccc(OC)c(N/C=C/C(=O)c2ccccc2)c1	11%	-7	-28%	29%	-4%	-26%	-13%	8	?
COC(=O)C(CCCCNC(=O)c1ccc([N+](=O)[O-])cc1)NC(=O)c1ccc([N+](=O)[O-])cc1 (stereo not given)	-5%	-12	15%	-8%	15%	0%	-3%	-17	-29%
O=C(c1nc2ccccc2s1)N1CCN(c2ccccn2)CC1	0%	14	?	2%	2%	0%	-8%	4	13%
O=C(COc1ccccc1Cl)NC(=O)NC1CCCCC1	-4%	-10	-20%	1%	-1%	4%	-2%	-22	8%
CCn1c(SCc2ccc(F)cc2)nc2c(c1=O)SCC2	-1%	-9	?	3%[7.66 µM]	-13%	-22%	-3%	5	?
CC(C)(C)C1CCC(=NNC(=O)C(=O)NC2CCCCC2)CC1 (stereo not given)	?	31	?	10%	0%	-3%	1%	-10	25%
C=CCn1cc(C(=O)NCCOC)c(=O)c2cc(S(=O)(=O)N(CC)CC)ccc21	-3%	1	2%	2%	1%	-1%	-1%	-6	-1%
COC(=O)COc1cc(OCC(=O)OC)c2c(C)c(Cl)c(=O)oc2c1	1%	-83*	16%	-14%	2%	11%	14%	4	1%
COC(=O)[C@]12CCCCC=C1N(Cc1cccc3ccccc13)C(=O)[C@H](CC(=O)NCCC(C)C)C2	/	-16	18µM*	-32%	?	?	?	-7	/
c1ccc(-c2nnc(SCc3nc4ccccc4[nH]3)n2Cc2ccco2)nc1	3%	12	2.6µM*	-6%	-5%	-9%	-27%	-9	11%

The list goes on (3 carried over from the part before).
SMILES	SW480 rerep	IL-1B inflam inh	KB-V1 cytotox	GLP1R cytotox	HT1080NT lethal	HT1080 IDH1KD tx	KB-3-1 tox	DRD3 agonist	MCF10A rerep
COC(=O)COc1cc(OCC(=O)OC)c2c(C)c(Cl)c(=O)oc2c1	1%	-83*	16%	-14%	2%	11%	14%	4	1%
COC(=O)[C@]12CCCCC=C1N(Cc1cccc3ccccc13)C(=O)[C@H](CC(=O)NCCC(C)C)C2	/	-16	18µM*	-32%	?	?	?	-7	/
c1ccc(-c2nnc(SCc3nc4ccccc4[nH]3)n2Cc2ccco2)nc1	3%	12	2.6µM*	-6%	-5%	-9%	-27%	-9	11%
COC(=O)Nc1cc(C)n(-c2ccccc2)n1	-8%	14	25%	18%	-2%	9%	8%	-11	2%
Cc1oc2c(c1C(=O)NCc1cc(C(=O)O)co1)CCCC2	-3%	-11	12%	-11%	13%	21%	3%	1	1%
Cc1ccccc1N(C(=O)CCC(=O)Nc1ccccn1)C(C(=O)NC(C)C)c1ccc(F)cc1 (stereo not given)	4%	-12	?	-1%	1%	-4%	?	0	1%
COc1cccc(CC(=O)OCC(=O)N(C)CC(=O)Nc2ccc(F)cc2)c1	15%	-7	-16%	-2%	0%	-6%	-1%	7	5%
O=C(c1ccc(Cl)s1)N1CCOCC1	-6%	5	22%	7%	5%	4%	12%	3	3%
CCOC(=O)C1=C[C@@H](C(C)(C)C)N(S(=O)(=O)c2ccc(C)cc2)[C@H]1c1ccccc1	/	19	-3%	-4%	?	?	?	7	/
COc1cccc(-c2nn(C)c3sc(C(=O)N4CCOCC4)cc23)c1	1%	-5	-28%	-3%	-7%	-13%	3%	1	13%
C=CCc1ccccc1OCc1nc2ccc(C)cc2[nH]1	/	/	8%	-4%	/	/	0%	5	/
Cn1c(C(=O)O)c(CC(=O)N2CCC(Cc3ccccc3)CC2)c2ccccc21	-8%	9	3%	-5%	9%	4%	4%	3	?
O=C(c1cc2ccccc2oc1=O)N(Cc1ccco1)C1CCS(=O)(=O)C1 (stereo not given)	-3%[9.22 µM]	7	3%	0%	23%	8%	-2%	1	-1%
O=C1CC(c2ccco2)CC(O)=C1C=Nc1cc(Cl)cc(Cl)c1 (stereo not given)	-4%	?	5%	-10%	-5%	-1%	7%	8	3%
COc1ccc(Cc2[nH]n3c(=O)cc(C)nc3c2-c2ccccc2)cc1	?	72	3%	-8%	-28%	-18%	?	-3	?
O=C(CCl)Nc1cccc(Oc2cnccn2)c1	51%	-88*	?	?	?	?	21µM*	-5	?
O=C(NC1CCCCC1)C(c1ccccc1)N(C(=O)Cc1ccsc1)c1ccccc1 (stereo not given)	-1%	9	2%	-1%	9%	5%[9.24 µM]	0%	-6	28%
N#C/C(=C(/O)C(Cl)(Cl)Cl)c1nc2ccccc2[nH]1	14%	-7	1%	-15%	-7%	0%	1%	2	3%
COc1ccc(NC(=O)Nc2nc(C)cc(C)n2)c(OC)c1	-8%	?	-22%	-1%	-2%	-10%	-22%	1	11%
NS(=O)(=O)c1cccc(NC(=O)COC(=O)/C=C/c2ccco2)c1	-8%	17	-3%	-5%	3%	9%	9%	-3	-11%
Cc1ccc(C)c(S(=O)(=O)Nc2ccc(S(=O)(=O)Nc3ncccn3)cc2)c1	-5%	0	3%	4%	-7%	-2%	-3%	-1	1%
COc1ccc(CCNC(=O)COC(=O)/C=C/c2cc(OC)ccc2OC)cc1	-1%	11	/	-2%	27%	9%	/	4	-23%
COc1ccc(-c2cc(CCCC(=O)NCc3ccccn3)no2)cc1	6%	1	?	-32%	-19%	0%	-9%	14	1%
CC(C)c1ccc(NC2CCCN(C(=O)CSc3nncn3C)C2)cc1 (stereo not given)	-4%	11	17%	-5%	0%	-2%	0%	3	5%
CCOC(=O)C1CCCN(Cc2cc(=O)oc3cc(C)c(C)cc23)C1 (stereo not given)	-1%	0	-29%	12%	-3%	5%	2%	-4	-6%
COc1cc(C(=O)Nc2nnc(C3CC3)s2)ccc1OCc1c(C)noc1C	-5%	-21	?	-8%	9%	14%	3%	-6	1%
COc1cccc(NC(=O)CN(c2ccc3c(c2)OCO3)S(C)(=O)=O)c1	-4%	2	5%	-11%	4%	18%	9%	3	-6%
CC1CCC(NS(=O)(=O)c2ccc(Cl)s2)CC1 (stereo not given)	0%	26	8%	4%	-5%	-1%	14%	-7	?
CCC(C)(C)C1CCC2(CC1)NC(=O)N(CC(=O)N(C)CC(=O)Nc1ccccc1C(F)(F)F)C2=O (stereo not given)	22%	i	?	9%	-14%	?	?	-3	8%
CCOC(=O)N1CCc2c(sc(NCc3cc(OC)ccc3OC)c2C(=O)Nc2cc(OC)ccc2OC)C1	/	/	0%	1%	/	/	-16%	2	/
CCS(=O)(=O)c1ccc(C(=O)NC2CC2)c(Cl)c1Cl	-3%	0	4%	15%	17%	-2%	2%	0	-1%
COCCNC(=O)c1c(N)n(/N=C/c2ccc(F)cc2)c2nc3ccccc3nc12	5.8µM*	-26	-4%	0%	7%	10%	0%	-2	2.6µM*
CCC(C(=O)NCCN1CCOCC1)n1c2ccccc2c2nc(=O)cc(C)n21 (stereo not given)	3%	10	11%	-1%	1%	4%	8%	-3	0%
Cn1c(-c2ccccc2)c[n+]2c1-c1ccccc1C2	0%	61	3%	-4%	-19%	-23%	?	-2	1%
COc1ccc(C)cc1N/C(N)=N/c1nc(C)cc(C)n1	-3%	-98*	?	-12%	0%	-20%	-21%	1	8%
CC1(C)OC(=O)C(=CNCC(O)c2ccccc2)C(=O)O1 (stereo not given)	-7%	15	-1%	-4%	10%	3%	-5%	1	1%
COc1ccc(COn2nnc3ccc(S(=O)(=O)N4CCOCC4)cc32)cc1F	?	-12	-7%	7%	-8%	-5%	-9%	1	-19%
Cc1ccc(Nc2cc(-c3ccccc3)nc(C)n2)cc1	/	/	-2%	-9%	/	/	-2%	7	/
O=C(/C=C/c1ccc(Br)cc1)c1ccc(NC(=O)c2ccco2)cc1	?	-26	-30%	-20%	?	?	-14%	-4	13%
COc1ccc(NC(=O)c2sc(NC(=O)C3CC3)nc2C)cc1	-18%	-1	10%	3%	-1%	-4%	1%	-3	-1%
COc1ccc(CNC(=O)c2cccc(N(C)C)c2)cc1	-1%	-11	-8%	-22%	2%	6%	1%	1	3%
Cc1cc(C)n2nc(C(=O)OCC(=O)N(CC(C)C)CC(C)C)nc2n1	0%	-9	?	-1%	10%	15%	20%	0	-2%
CCOCCc1nn2c(=O)cc(COC(=O)Cc3ccccc3)nc2s1	/	/	3%	1%	/	/	8%	2	/
O=C(Nc1nnc(C2CC2)o1)c1ccc(S(=O)(=O)N2CCCCC2)cc1	20%	-69*	-7%	-20%	-15%	-29%	?	-5	10%
CCCCCCCCNS(=O)(=O)CCNCCCC	-8%	?	-7%	1%	-9%	-1%	-8%	6	-1%
Clc1ccc(/C=N/N2CCN(Cc3ccccc3Cl)CC2)cc1	1%	-22	0%	-2%	4%	14%	6%	6	7%
COC(=O)C[C@H]1N(S(=O)(=O)c2ccc(C)cc2)C(C(C)C)CC1(C(=O)OC)C(=O)OC (stereo not given in full)	/	-20	?	3%	-1%	6%	-5%	-3	/
